Screens (PubChem)
ZTA counter: blocks Epstein-Barr virus ZTA, an EBNA-1 counter-screen; AID 2234; 320,000 compounds, 0.15% hits; ZTA-DNA binding, fluorescence polarization; inhibition, % at 11 µM; in the data active = inhibition above about 33%
Target sequence (P03206 whole entry, looked up): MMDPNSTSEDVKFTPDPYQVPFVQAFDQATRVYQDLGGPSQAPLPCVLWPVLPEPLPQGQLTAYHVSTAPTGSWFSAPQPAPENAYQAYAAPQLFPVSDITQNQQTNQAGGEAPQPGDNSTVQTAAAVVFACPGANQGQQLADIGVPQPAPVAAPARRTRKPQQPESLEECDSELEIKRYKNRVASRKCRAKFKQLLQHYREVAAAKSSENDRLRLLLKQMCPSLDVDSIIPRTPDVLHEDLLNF
PP1 counter: blocks human PP1-alpha phosphatase, a PP5 counter-screen; P62136; 320,000 compounds, 0.9% hits; purified PP1alpha, OMFP fluorescence; inhibition, % at 6.7 µM;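 active = inhibition above the mean inhibition of all tested compounds plus 3 SD, computed separately for each screening campaign, cut at about 15% in these data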
Fh CTSL1 inh: blocks F. hepatica cathepsin L1 in PFM18AAP counter-screen | recombinant F. hepatica cathepsin L1, Z-Leu-Arg-MCA fluorescence | inhibition, % at 5.96 µM | 300,000 compounds, 0.49% hits | AID 1906;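 active = inhibition above the mean of all tested compounds plus 3 SD, set per screening campaign, cut at about 17% in these data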;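 note: 0% = plate median of test compound wells and 100% = 1 µM Z-Phe-Ala-diazomethylketone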
HCV core dimer: blocks dimerization of HCV core protein. TR-FRET GST/Flag-core106 dimerization, 1536-well. inhibition, % at 5 µM. 300,000 compounds, 0.33% hits. AID 1899;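 active = inhibition above the mean of all tested compounds plus 3 SD, set per screening campaign, cut at about 45% in these data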
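test system = GST/Flag-tagged HCV core106 proteins | probe or stimulus = Eu donor and XL665 acceptor anti-tag antibodies | times = compound-protein-antibody incubation 4 h at 22.5 °C | signal = TR-FRET, excitation 340 nm, emission 617 and 671 nm | measure = percent inhibition of core106 dimerization signal | controls = wells lacking GST-core106 and wells with excess unlabelled core106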
EBNA-1 inh: blocks EBNA-1 binding to DNA | EBNA-1 DNA binding, fluorescence polarization | inhibition, % at 14.8 µM | 300,000 compounds, 0.34% hits | AID 1950; in the data active = inhibition above about 28%
Yeast superoxide: lowers age-related superoxide in aged yeast cells; AID 2690; 330,000 compounds, 0.18% hits; S. cerevisiae aged cells, superoxide DHE fluorescence; active compounds read low; superoxide response (% of plate mean), % at 10 µM;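 active = superoxide response under a set limit, about three screen SD below normal, cut at about 65% in these data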;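 note: yeast aged for seven days with compound at 30 °C before DHE staining; 100% = average MFI of all compound-treated wells on the plate with controls excluded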
JMJD2C inh: inhibitors of human GASC-1 (JMJD2C) demethylase | Q9H3R0 | GST-JMJD2C(1-420) H3K9me3 demethylation, DELFIA europium | inhibition, % at 2.35 µM | 330,000 compounds, 0.069% hits;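 active = more than half of a compound's replicate wells show inhibition beyond 50%, single wells judged on their own value; inconclusive = some, but no more than half, of replicates pass 50% inhibition; inactive = no replicate passes 50% inhibition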;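 note: signal counts dimethyl H3K9 product captured on neutravidin plate; 0% = median of DMSO wells and 100% = 0.3 times that DMSO median; strong numbers were not always called active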
PP5 primary: blocks human protein phosphatase 5 activity. P53041. purified PP5c, OMFP substrate fluorescence. inhibition, % at 6.7 µM. 320,000 compounds, 0.18% hits. AID 1987;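 active = inhibition above the campaign's mean inhibition across all tested compounds plus 3 SD, cut at about 9.5% in these data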;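 note: 0% = DMSO only and 100% = 100 µM cantharidin control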
Target sequence (P53041 whole entry, looked up): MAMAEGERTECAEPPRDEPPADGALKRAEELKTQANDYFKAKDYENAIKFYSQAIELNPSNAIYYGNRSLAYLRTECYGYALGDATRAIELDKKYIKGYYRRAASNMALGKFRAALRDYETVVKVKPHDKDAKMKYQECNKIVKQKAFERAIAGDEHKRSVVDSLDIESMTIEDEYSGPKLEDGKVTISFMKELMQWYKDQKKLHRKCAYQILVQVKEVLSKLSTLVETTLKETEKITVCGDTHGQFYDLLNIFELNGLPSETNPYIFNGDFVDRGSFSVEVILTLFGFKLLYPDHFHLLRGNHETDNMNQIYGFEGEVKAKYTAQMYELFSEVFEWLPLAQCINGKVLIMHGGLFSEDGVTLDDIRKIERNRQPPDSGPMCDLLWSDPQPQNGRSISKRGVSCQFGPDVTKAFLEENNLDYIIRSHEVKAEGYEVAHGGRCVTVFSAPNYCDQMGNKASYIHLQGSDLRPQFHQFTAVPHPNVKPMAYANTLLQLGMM
TPT1 inh: blocks Candida albicans tRNA 2'-phosphotransferase; recombinant caTPT1, FP RNA substrate dephosphorylation; inhibition, % at 5 µM; 300,000 compounds, 0.81% hits; AID 1962;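 active = inhibition above the mean of all tested compounds plus 3 SD, set per screening campaign, cut at about 24% in these data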;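 note: plate controls were DMSO alone for no effect and ferristatin control at 100 nM for full effect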
* hit, by the source's call; ? = inconclusive; / = no result given; & = joins results of further samples.

SMILES	ZTA counter	PP1 counter	Fh CTSL1 inh	HCV core dimer	EBNA-1 inh	Yeast superoxide	JMJD2C inh	PP5 primary	TPT1 inh
CCOC(=O)c1ccc(NC(=O)c2c(Cl)cc(C)nc2C)cc1	9	1	0	-2	5	102	-7	0.7	-1
COc1ccccc1NC(=O)C1CCCN(S(=O)(=O)c2cccc3nsnc23)C1 (configuration not stated)	6	-5	-1	2	5	100	6	-2.0	1
COc1ccc(C(C)C)cc1S(=O)(=O)N1CCN(C)CC1	-7	4	-3	-2	3	91	6	1.9	-4
CCc1ccccc1NC(=O)COC(=O)c1cccs1	12	-1	0	-4	4	109	5	-0.9	1
O=C(c1ccc(OC2CCN(CCc3ccccc3)CC2)cc1)N1CCCC(CO)C1 (configuration not stated)	12	-7	-4	1	3	105	24	0.7	-2
Cc1ccc(N(C(C)C(=O)Nc2ccccc2C(=O)N2CCOCC2)S(C)(=O)=O)cc1C (configuration not stated)	-15	-3	-4	-6	3	98	-6	2.4	-4
COc1ccc(-c2cc(=O)c3ccccc3[nH]2)cc1	15	-1	0	-3	3	100	5	-1.4	-1
COc1ccc(CN(C)C(=O)/C=C/c2ccc(S(=O)(=O)N3CCCCCC3)cc2)cc1	0	6	/	/	/	161	-6	4.7	/
CCc1ccc(NC(=O)C2C3/C=C\CCCCC32)cc1 (configuration not stated)	2	-2	3	8	6	98	-3	1.6	0
COc1ccc(CCNC(=O)c2cccnc2)cc1OC	-16	-3	-3	2	3	97	0	0.5	-3
Cc1cc(C(=O)OCC(=O)c2cccs2)c2ccccc2n1	-5	-1	-3	-2	-4	92	-9	1.8	-4
CN1CCc2c(sc3c2c(=O)n(-c2ccccc2)c2nncn32)C1	-12	-4	2	-8	6	104	13	2.7	-12
Cc1[nH]c2ccc(C(=O)Nc3ccncc3)cc2c1C	4	2	4	-3	9	83	-3	2.1	2
CCOc1ccccc1CN1CCNC(=O)C1CC(=O)N(C)CCc1cnn(C)c1 (configuration not stated)	13	-2	1	-6	15	102	1	0.7	-4
CCc1cccc(CC)c1NC(=O)CSc1nc2ccc(N3C(=O)C4C(C3=O)[C@H]3C=C[C@@H]4C3)cc2s1 (some centres not stated)	3	2	-1	3	-1	107	-4	0.9	2
Cc1ccc(Cn2nnc3c(=O)[nH]c(C4CCCN(S(=O)(=O)c5ccccc5F)C4)nc32)cc1 (configuration not stated)	-5	-4	4	26	-2	111	-23	-0.1	1
CC1=NN(C(=O)CSCc2ccccc2)C(O)(c2ccc(Cl)cc2)C1 (configuration not stated)	5	1	2	-3	0	88	56	-1.0	-1
CCNC(=O)CC1C(=O)N(c2ccc(F)cc2)C(=O)N1CCc1ccc(OC)cc1 (configuration not stated)	2	-3	1	0	-1	111	152	-0.2	-1
CCCOc1ccc2oc(=O)c3c(c2c1)CCCN3C(=O)CN(C)Cc1ccccc1	3	3	-1	10	5	80	6	1.5	-4
Oc1ccc2c(c1)c1c3n2CCNC3CCC1 (configuration not stated)	-1	-2	0	-3	3	97	0	0.9	-6
COc1ccc(NC(=O)C2CCN(C(=O)c3cccs3)CC2)c(OC)c1	-8	-6	0	-5	-10	104	16	3.8	4
COc1ccccc1NC(=O)c1cnc2c(-c3ccccc3)c(C)nn2c1C	0	-4	-2	8	9	95	0	2.5	2
N=C1SC(c2ccccc2)C(=O)N1c1ncc(Cc2ccccc2Cl)s1 (configuration not stated)	14	16*	1	15	1	93	-3	-1.4	0
Cc1cc(-n2c(C)cc(C(=O)CSc3nnnn3-c3ccc(Cl)cc3)c2C)no1	13	-6	0	8	0	88	6	0.7	4
O=C(c1cccnc1)N1CCN(c2ccccc2Cl)CC1	-2	3	-5	3	-1	97	0	-0.1	0
O=C1CC(N2CCC(O)(c3ccc(Cl)cc3)CC2)C(=O)N1 (configuration not stated)	2	-2	-3	-1	5	104	3	0.4	4
CCCNC(=O)C1CCC(CNS(=O)(=O)c2cccc3nsnc23)CC1 (configuration not stated)	15	-5	-3	1	9	109	-2	-0.8	0
COc1ccccc1OCC(=O)NNC(=S)NC(=O)c1ccco1	1	2	-3	-9	7	125	0	-0.1	-4
CCC(=O)Oc1ccc(C(=O)Nc2cccc(C(=O)NC(C)(C)C)c2)cc1	-8	-5	-24	4	0	100	31	3.5	3
COC(=O)CN1C(=O)COc2ccc(S(=O)(=O)NCc3ccc(Cl)cc3)cc21	1	1	0	-1	-8	83	2	1.6	2

Not a retest: an excerpt of the list.
SMILES	ZTA counter	PP1 counter	Fh CTSL1 inh	HCV core dimer	EBNA-1 inh	Yeast superoxide	JMJD2C inh	PP5 primary	TPT1 inh
CCOC(=O)c1ccc(NC(=O)c2c(Cl)cc(C)nc2C)cc1	9	1	0	-2	5	102	-7	0.7	-1
COc1ccccc1NC(=O)C1CCCN(S(=O)(=O)c2cccc3nsnc23)C1 (configuration not stated)	6	-5	-1	2	5	100	6	-2.0	1
COc1ccc(C(C)C)cc1S(=O)(=O)N1CCN(C)CC1	-7	4	-3	-2	3	91	6	1.9	-4
CCc1ccccc1NC(=O)COC(=O)c1cccs1	12	-1	0	-4	4	109	5	-0.9	1

In another format: entries from further up.
Structure,ZTA counter,PP1 counter,Fh CTSL1 inh,HCV core dimer,EBNA-1 inh,Yeast superoxide,JMJD2C inh,PP5 primary,TPT1 inh
COc1ccccc1NC(=O)c1cnc2c(-c3ccccc3)c(C)nn2c1C,0,-4,-2,8,9,95,0,2.5,2
N=C1SC(c2ccccc2)C(=O)N1c1ncc(Cc2ccccc2Cl)s1 (configuration not stated),14,16*,1,15,1,93,-3,-1.4,0

New compounds follow
SMILES	ZTA counter	PP1 counter	Fh CTSL1 inh	HCV core dimer	EBNA-1 inh	Yeast superoxide	JMJD2C inh	PP5 primary	TPT1 inh
O=C(CC1NCCNC1=O)Nc1ccc(Oc2ccccc2)cc1 (configuration not stated)	3	-4	-1	-3	1	99	?	1.7	1
CCc1ccc(NC(=O)CSc2nc(=O)n(CCCN(C)C)c3c2CCC3)cc1	1	1	-1	-6	-6	99	-2	0.0	0
CC(NC(=O)c1ccc(F)cc1)c1ccccc1 (configuration not stated)	2	-2	1	-7	-3	96	-2	-0.1	-2
Cc1c(C(=O)NCc2ccc3c(c2)OCO3)oc2ccc(S(=O)(=O)N3CCCC3)cc12	-9	2	0	9	-5	108	-1	3.1	-2
O=C(c1cc(COc2ccc3ncccc3c2)on1)N1CCCCCC1	-8	-3	5	0	11	84	22	1.8	1
Cc1ccc2c(c1)C(=O)C(=O)N2CC(=O)OC(C)C	0	0	1	-4	5	90	9	-1.4	-5
CCCCNC(=S)Nc1cc([N+](=O)[O-])ccc1C	-4	-3	-3	-5	-1	80	19	0.2	-2
CNc1nc(NCc2ccccc2)c2ccccc2n1	21	1	3	8	5	102	2	-2.1	0
COc1cc(NC(=O)c2ccc(OC)c([N+](=O)[O-])c2)ccc1NC(=O)c1cccs1	-16	0	-1	3	21	117	-1	1.7	-1
COC(=O)CN(C(=S)Nc1ccc(F)cc1)C1CC(=O)N(c2ccc(OC)cc2)C1=O (configuration not stated)	1	1	0	-1	5	107	-5	-0.9	1
Cc1ccc(-c2nn(-c3ccccc3)cc2C(=O)NN2CCN(C)CC2)cc1	-2	4	-2	2	-5	106	2	3.0	-7
CCN1CCN(CCOc2ccccc2-c2ccccc2)CC1	3	-5	4	-1	4	98	-5	0.0	2
CCOC(=O)c1sc(NC(=O)COC(=O)c2ccco2)nc1C	-5	-3	-37	4	-4	102	22	4.0	-3
Cc1ccc(-n2c(SCc3ccc(C(=O)O)cc3)nnc2-c2ccncc2)cc1	-6	-3	-3	-1	0	91	8	-1.1	-4
CCC1CCc2c(sc(NC(=O)CSc3nc(-c4ccco4)cc(C(F)(F)F)n3)c2C#N)C1 (configuration not stated)	-2	3	2	10	3	85	5	0.2	0

3 entries from above, as a markdown table.
| mol | ZTA counter | PP1 counter | Fh CTSL1 inh | HCV core dimer | EBNA-1 inh | Yeast superoxide | JMJD2C inh | PP5 primary | TPT1 inh |
| --- | --- | --- | --- | --- | --- | --- | --- | --- | --- |
| Cc1ccc2c(c1)C(=O)C(=O)N2CC(=O)OC(C)C | 0 | 0 | 1 | -4 | 5 | 90 | 9 | -1.4 | -5 |
| CCCCNC(=S)Nc1cc([N+](=O)[O-])ccc1C | -4 | -3 | -3 | -5 | -1 | 80 | 19 | 0.2 | -2 |
| CNc1nc(NCc2ccccc2)c2ccccc2n1 | 21 | 1 | 3 | 8 | 5 | 102 | 2 | -2.1 | 0 |

Next section.
SMILES	ZTA counter	PP1 counter	Fh CTSL1 inh	HCV core dimer	EBNA-1 inh	Yeast superoxide	JMJD2C inh	PP5 primary	TPT1 inh
Cc1nc(/C(N)=N/OC(=O)c2c(-c3ccccc3Cl)noc2C)cs1	3	-1	-2	-7	4	123	0	3.7	3
NCc1ccc(S(N)(=O)=O)cc1	5	-3	0	0	-4	96&83	-3	1.7	-2
CCOc1cc(CNCC(O)c2ccccc2)cc(Cl)c1OC (configuration not stated)	-13	0	-1	-9	7	116	2	4.2	-7
COCCNC(=O)C(=O)N/N=C(\C)CC(=O)Nc1cccc(C(F)(F)F)c1	-5	0	4	-2	-1	83	2	0.8	-1
COc1cccc(NC(=O)C(Cc2ccccc2)n2cccc2)c1 (configuration not stated)	-4	-1	-2	3	0	98	5	0.9	-4
COc1ccccc1NC(=O)c1cc(-c2cc(OC)c(OC)c(OC)c2)nc2ccccc12	-6	0	12	8	-11	89	-1	3.5	-1
Cc1nc2c(cnn2-c2ccccc2Cl)c(=O)n1-c1ccc(C(C)C)cc1	-1	-4	8	2	-2	108	6	0.7	0
COCCn1c(Cc2ccccc2)nnc1SCC(=O)NC(C)(C)C	-8	-5	0	-4	-5	99	2	4.6	-2
COc1cc(N)c(Cl)cc1NC(=O)c1ccccc1	-11	-1	-2	-8	-4	97	18	2.0	-1
COc1ccc(C(=O)Oc2cc(/C=N/NC(N)=S)ccc2OC)cc1	-6	0	6	7	2	95	3	2.7	1
O=C(CSc1ccccc1C(=O)O)NCc1ccco1	3	0	-4	-1	-1	103	23	-5.7	1
O=C(Nc1ccc(S(=O)(=O)Nc2ccccc2)cc1)c1ccc(CN2CCOCC2)cc1	6	-1	-3	-1	-15	106	24	0.2	-3
O=C1CSC(c2ccc(Cl)cc2)N1Nc1nc(N2CCOCC2)nc(N2CCOCC2)n1 (configuration not stated)	-13	-1	0	8	-10	95	-2	1.2	-3
Cc1nc2c(C(=O)NCc3ccccc3Cl)c[nH]n2c(=O)c1Cl	13	14	0	12	3	102	5	2.1	1
